From PubChem
HTR5A inv ag: HTR5A inverse agonism, opioid heterodimer counter-screen | AID 504634 | P47898 | hit rate 0.083% among 340,000 | inhibition, % at 9.3 µM | HTR5A cell line, luminescence; in the data active = inhibition mostly above about 23%, no sharp cut-off; inactive = mostly below about 18%;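 note: 0% = cells with DMSO and 100% = no-cell wells with DMSO; some compounds called inactive have numbers as strong as hits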
PKA-R1A act: activates the PKA-R1A holoenzyme complex | P00514+P68181 | PKA-R1A dissociation, Cy5-IP20 fluorescence polarization; scaled: DMSO 0%, 113 µM cGMP 100% | activation, % at 11.4 µM | hit rate 0.083% among 340,000 | AID 504707;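 active = percent activation above the mean of all tested compounds plus 3 SD, cut at about 19% in these data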;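 note: higher means more PKAc released from R1A so a rise in polarization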
PKA-R2B activ: activators of human PKA-R2B complex; PKA-R2B holoenzyme dissociation, Cy5-IP20 fluorescence polarization; R2B truncated from residue 108, S112A mutant; 0% DMSO only, 100% 113 µM cGMP; activation, % at 11.4 µM; hit rate 0.079% among 340,000;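 active = activation above a cutoff set at the mean over all compounds plus 3 SD, cut at about 18% in these data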;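 note: higher means more holoenzyme dissociation and a rise in polarization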
DAGLB inh: blocks human DAGLB lipase activity; Q8NCG7; HEK293T DAGLB membrane lysate, EnzChek fluorogenic substrate; inhibition, % at 5.17 µM; hit rate 0.059% among 340,000; in the data active = inhibition above about 34%;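 note: 0% = enzyme with vehicle and 100% = wells lacking enzyme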
OPRM1-OPRD1 inv: inverse agonist of human OPRM1-OPRD1 heterodimerization; P35372+P41143; cell-based MOR-DOR heterodimer luminescence, inverse agonism; inhibition, % at 9.3 µM; hit rate 0.21% among 340,000; in the data active = inhibition above about 22%, passing the limit was not always enough;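 note: 0% = cells with DMSO and 100% = wells without cells with DMSO; values of inactives mirror those of a sister screen read the other way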
Target sequence (P35372 whole entry, looked up): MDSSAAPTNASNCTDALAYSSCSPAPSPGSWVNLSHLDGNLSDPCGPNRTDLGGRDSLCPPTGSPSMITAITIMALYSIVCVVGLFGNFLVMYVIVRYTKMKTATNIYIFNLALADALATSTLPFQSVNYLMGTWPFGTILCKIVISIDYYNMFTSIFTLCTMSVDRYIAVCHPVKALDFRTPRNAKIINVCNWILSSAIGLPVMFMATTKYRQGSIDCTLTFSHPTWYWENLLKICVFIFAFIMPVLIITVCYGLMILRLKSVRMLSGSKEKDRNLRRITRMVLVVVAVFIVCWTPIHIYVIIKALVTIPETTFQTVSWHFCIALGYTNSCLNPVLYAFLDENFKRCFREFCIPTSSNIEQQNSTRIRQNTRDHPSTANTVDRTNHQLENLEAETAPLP
Target sequence (P41143 whole entry, looked up): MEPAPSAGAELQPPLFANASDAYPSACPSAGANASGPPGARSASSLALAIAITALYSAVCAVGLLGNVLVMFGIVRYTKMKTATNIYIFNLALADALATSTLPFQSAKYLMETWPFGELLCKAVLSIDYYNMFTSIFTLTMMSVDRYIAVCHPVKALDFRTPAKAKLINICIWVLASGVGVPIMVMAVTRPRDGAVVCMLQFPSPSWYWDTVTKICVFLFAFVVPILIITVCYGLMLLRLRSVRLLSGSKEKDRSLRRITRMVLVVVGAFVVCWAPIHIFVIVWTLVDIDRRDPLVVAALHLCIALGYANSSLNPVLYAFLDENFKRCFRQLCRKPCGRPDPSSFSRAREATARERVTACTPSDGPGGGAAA
V-ATPase pH: regulators of yeast V-ATPase proton transport. S. cerevisiae, pHLuorin cytosolic pH fluorescence. response, % at 10 µM. hit rate 0.37% among 350,000. AID 504577; in the data active = response mostly above about 7.3%, no sharp cut-off; inactive = mostly below about 5.4%; note: actives read high; inactives centre near 0; some compounds called inactive have numbers as strong as hits; reference of the scale not given here
MOR-DOR ag: OPRM1-OPRD1 heterodimerization agonism; hit rate 0.3% among 340,000; AID 504326; cells, luminescence; P35372+P41143; activation, % at 9.3 µM; in the data active = activation above about 18%;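 note: 0% = vehicle-treated cells and 100% = reference agonist; values of inactives mirror those of a sister screen read the other way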
Arr AP2 block: blocks beta-arrestin peptide binding to AP2 adaptin; AID 504490; hit rate 0.31% among 340,000; FITC-arrestin peptide / GST-AP2 beads, flow cytometry; AP2 beta2 appendage carries R879A mutation; inhibition, % at 10 µM;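 active = inhibition above a set limit, near 3 SD of compounds lacking own fluorescence, cut at about 54% in these data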;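 note: plate controls were DMSO wells for no effect and 5 µM unlabelled arrestin peptide for full effect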
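System: GST-AP2 R879A glutathione beads | Also added: FITC-arrestin peptide, 50 nM | Times: 12 min plus 1 h, RT | Signal: Bead flow cytometry, FITC channel | Buffer or medium: PBS with 0.05% Tween 20 and 0.1% BSA | Read-out basis: Percent drop in bead-associated FITC signal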
Pemphigus Ab inh: human desmoglein-3 autoantibody binding inhibition. AID 588358. hit rate 0.48% among 310,000. binding (percent of control), % at 10 µM. DSG3-coupled beads, scFv-anti-DSG3-GFP binding, flow cytometry; hits give low values. P32926;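 active = binding more than 3 SD below its plate's average and above zero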;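 note: hits lower antibody fragment binding to DSG3; some compounds called inactive have numbers as strong as hits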
HTR5A ag ctr: activates human HTR5A in OPRM1-OPRD1 agonist counter-screen. P47898. HTR5A agonist assay, luminescence, cell-based. activation, % at 9.3 µM. hit rate 0.61% among 340,000; in the data active = activation mostly above about 9.5%, no sharp cut-off; inactive = mostly below about 7.6%;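 note: 0% = cells with vehicle only and 100% = reference agonist; strong numbers were not always called active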
* marks the source's active call; other numbers are inactive results; . = no result given.

SMILES | HTR5A inv ag | PKA-R1A act | PKA-R2B activ | DAGLB inh | OPRM1-OPRD1 inv | V-ATPase pH | MOR-DOR ag | Arr AP2 block | Pemphigus Ab inh | HTR5A ag ctr
CCCOc1ccc(C(=O)N/N=C/c2c[nH]c3ccc(Br)cc23)cc1 | -15 | -8 | -14 | 3 | -1 | 2 | 0.2 | 0 | 103 | 4
C=C(C)CN(CC)C(=O)CSc1nc2ncc(Cl)cc2[nH]1 | 5 | 3 | -3 | -3 | -3 | -2 | 0.5 | -2 | 97 | -2
COc1ccc(OCC(=O)Nc2cc(NC(=O)c3ccco3)ccc2OC)cc1 | 6 | 0 | 4 | -2 | 12 | 0 | -2.5 | 16 | 104 | -2
COc1ccc(CC(=O)NNC(=S)Nc2ccccc2)cc1Cl | -5 | -12 | -11 | 1 | 8 | 0 | -1.7 | -6 | 114 | 0
O=C(c1cc2c(s1)CCCC2)N1CCN(S(=O)(=O)c2ccccc2C(F)(F)F)CC1 | -2 | 7 | 3 | -3 | -22 | -4 | 3.6 | -7 | 95 | 1
CCC(NC(=O)CCl)c1ccc(C)cc1 (stereo not drawn) | 11 | -4 | 7 | 3 | 8 | -4 | -1.5 | 24 | 101 | -3
COc1ccc([N+](=O)[O-])cc1/C=N/NC(=O)CNC(=O)C(c1ccccc1)c1ccccc1 | -12 | -6 | -4 | 3 | 12 | 1 | -2.2 | 8 | 90 | 0
Cc1cccc(OCc2ccc(C(=O)Nc3ccc(F)cc3)cc2)c1 | 18 | 0 | -9 | -4 | -12 | 1 | 2.4 | 7 | . | 0
O=C(NN=C1C2CC3CC(C2)CC1C3)c1ccncc1 | -28 | -2 | 5 | 0 | 8 | 1 | -1.4 | 33 | 102 | 1
Nc1c(Cl)cc(Cl)cc1C(=O)OCC(=O)N1CCCC1 | 1 | -3 | 0 | -1 | 12 | 0 | -2.3 | 2 | 103 | 0
COc1ccc(NC(=O)CSC2=C(C#N)C(c3ccco3)C(C(=O)Nc3nc4ccccc4s3)=C(C)N2)cc1 (stereo not drawn) | -8 | -9 | 6 | 1 | 13 | 1 | -2.3 | -7 | . | 3
CC(=O)c1cnc2nc(C)nn2c1C | -9 | -1 | -16 | -1 | 14 | 3 | -2.8 | 1 | 93 | -3
Cc1c(-c2ccc(Cl)cc2)oc(=O)c2c(N)n(-c3ccccc3)nc12 | -10 | 11 | 14 | 1 | -9 | 5 | 1.7 | -2 | -17* | 7
Cc1ccc(NC(=O)Nc2nc3ccccc3s2)cc1NC(=O)Nc1nc2ccccc2s1 | -16 | 0 | -1 | 17 | -7 | 0 | 1.4 | 27 | 92 | 4
O=C(CCn1c(=O)oc2ccccc21)N1CCc2ccccc21 | -8 | 3 | -5 | 0 | 1 | 2 | -0.3 | -8 | 101 | 3
COc1ccc(C(CNC(=O)Nc2cccc(C)c2)N2CCN(C)CC2)cc1 (stereo not drawn) | 6 | -7 | -2 | -1 | 14 | 0 | -2.6 | -23 | 100 | -1
COc1ccccc1C(=O)NCC(=O)NCC1(N2CCCCC2)CCCCC1 | 0 | -10 | 7 | -3 | 6 | 10 | -1.1 | 2 | 123 | 0
Cc1ccc(C(C(=O)NC2CCCC2)N(Cc2ccc(F)cc2)C(=O)c2snc(C(N)=O)c2N)o1 (stereo not drawn) | -3 | -5 | -6 | 3 | -8 | 0 | 1.2 | -6 | . | 1
CC(=O)NC(CC(=O)N(Cc1ccccc1)c1cccc(C)c1)c1ccccc1 (stereo not drawn) | -7 | 4 | 1 | 1 | 16 | 0 | -2.9 | -4 | 102 | 0
COc1ccc(-c2c(C#Cc3ccsc3)c3ccccc3n2C)cc1 | 7 | -9 | 1 | 1 | 3 | 2 | -0.5 | -5 | 96 | 5
CCOC(=O)[C@@H]1[C@H]2COc3ccc(Br)cc3[C@H]2N2C(=O)N(c3ccc(OC)cc3)C(=O)[C@]12C | 4 | -8 | -4 | -3 | 21 | 1 | -3.6 | -3 | 99 | -3
COc1ccc(C(=O)Nc2cccc3nc(C)ccc23)c(OC)c1 | -2 | -1 | -8 | 0 | 3 | 2 | -0.6 | 6 | 111 | 1
Cc1ccc2c(C(=O)CN3CCCCC3CCO)c(C)[nH]c2c1 (stereo not drawn) | 5 | -10 | -6 | -1 | 4 | 4 | -0.8 | 1 | 106 | 4
O=C(N/N=C/c1ccncc1)NC1CCCCC1 | 2 | 4 | 1 | 0 | 16 | 1 | -3.0 | -1 | 96 | -1
CC(C)CC1C(=O)N(Cc2cn(CCC3OCCO3)nn2)CCS(=O)(=O)N1Cc1ccc(-c2ccccc2)cc1 (stereo not drawn) | . | -1 | 7 | 0 | . | 0 | . | . | 113 | .
CN(CCC1CCOCC1)Cc1cn[nH]c1-c1ccc(-c2ccccc2)cc1 | -18 | 2 | 4 | 0 | 10 | 6 | -2.0 | 36 | 98 | 8
Cc1cc(C)c(N)cc1C | -9 | -12 | -10 | -2 | 17 | -4 | -3.1 | 19 | 101 | 2
C=CCN(C(=O)CCC(=O)Nc1cc(C)on1)C(C(=O)NC1CCCC1)c1cccnc1 (stereo not drawn) | 16 | -13 | -9 | 0 | 12 | 3 | -2.2 | -3 | 96 | -5
COc1ccc(Cl)cc1NC(=O)CN1CCN(S(=O)(=O)N2CCC(C)CC2)CC1 | 10 | -8 | 4 | -5 | -14 | 5 | 1.9 | 12 | . | -4
O=C(/C=C/c1ccccc1)OCCCCN=C1NS(=O)(=O)c2ccccc21 | -13 | 4 | 4 | -3 | 3 | 2 | -0.7 | -15 | 103 | 6
CN(c1ccccc1C(=O)Nc1ccc2c(c1)n(C)c(=O)n2C)S(C)(=O)=O | 9 | 4 | -1 | -1 | 18 | -4 | -3.7 | 1 | 119 | -3
O=C(/C=C/c1ccccc1)NCC1(c2ccccc2)CCOCC1 | 11 | -12 | -4 | -1 | 25 | -2 | -5.1 | -7 | 113 | 0
CNC(=O)/C(C#N)=C/c1c(N2CCN(c3cccc(Cl)c3)CC2)nc2c(C)cccn2c1=O | 3 | -23 | 2 | 0 | 17 | -2 | -3.9 | 9 | 96 | -1
CCOC(=O)C1CCCN(C(=S)Nc2ccc(S(=O)(=O)N3CCOCC3)cc2)C1 (stereo not drawn) | -4 | -8 | -10 | -1 | 4 | 3 | -0.8 | -9 | 93 | 1
CCn1cc(C(=O)N2CCc3ccccc32)c(=O)c2cc(S(=O)(=O)N3CCOCC3)ccc21 | 3 | 6 | 3 | -1 | 12 | 0 | -2.4 | 8 | 96 | 3
COc1cccc(NC(=O)CN(C)CC(=O)c2c(C)[nH]c3ccccc23)c1 | -8 | -7 | -7 | -2 | 10 | -1 | -2.6 | -5 | 103 | 0
CCS(=O)(=O)c1c([N+](=O)[O-])ncn1C | 9 | -8 | 4 | -2 | 11 | -5 | -1.5 | -1 | 93 | -3
COc1ccccc1C1CCN(c2ccc(CO)cc2[N+](=O)[O-])CC1 | -14 | -8 | -8 | 4 | 11 | 1 | -2.2 | -16 | . | 7
Cc1noc(C)c1CSCC(=O)Nc1ccc(S(=O)(=O)C(F)F)cc1 | 6 | 1 | -5 | -1 | 15 | 1 | -2.3 | 1 | 99 | -3
OCC[C@H]1C[C@H](O)[C@@H](O)[C@]2(Cc3ccccc3CCO2)O1 | -27 | -3 | 2 | -1 | 14 | -2 | -2.5 | 3 | 139 | 2
COC(=O)CC1=C(C(=O)OC)C(c2cccc(OCC(N)=O)c2)C(C#N)=C(N)O1 (stereo not drawn) | 14 | 5 | -2 | -1 | 9 | -1 | -1.4 | -8 | 101 | -4
CCC(C)(c1ccc(C=O)s1)c1ccc(C=O)s1 | 0 | -7 | -11 | -2 | -12 | 6 | 1.9 | 17 | 98 | 0
N/C(=N\OC(=O)Cc1ccc([N+](=O)[O-])cc1)c1ccccn1 | 7 | -2 | 0 | 1 | -15 | -1 | 2.9 | 34 | 99 | -3
COc1ccc2c(c1)Cc1cc(NC(=O)c3ccccc3-c3ccccc3C(=O)O)ccc1-2 | . | 2 | -1 | 10 | . | 1 | . | . | 103 | .
Cc1cc(SCC(=O)Nc2ccccc2)n2ncc(-c3ccccc3)c2n1 | -23 | 7 | 14 | -6 | -19 | -6 | 3.6 | 8 | 115 | -2
Cc1ccc2[nH]c3c(=O)n(Cc4ccco4)cnc3c2c1 | 9 | -2 | -1 | -2 | 6 | -1 | -1.1 | -2 | 97 | -3
O=C(O)c1cc(O)c2c(c1)[C@@H]([C@H]1c3cc(C(=O)O)cc(O)c3C(=O)c3c(O[C@@H]4O[C@H](CO)[C@@H](O)[C@H](O)[C@H]4O)cccc31)c1cccc(OC3O[C@H](CO)[C@@H](O)[C@H](O)[C@H]3O)c1C2=O (stereo partly drawn) | -8 | 6 | 18 | 5 | -13 | 2 | 2.4 | 11 | -1.1* | -5
CCOC(=O)c1sc(NC(=O)C2CSC3(C)CCC(=O)N23)nc1C (stereo not drawn) | -2 | -13 | 8 | 1 | 19 | 1 | -4.8 | -9 | . | 1
O=[N+]([O-])c1cc(Br)c(OCc2nnc(-c3ccccc3)o2)c(Br)c1 | 4 | 6 | 9 | -3 | -7 | -2 | 1.4 | -14 | 100 | -2
O=C(OCC(O)CO)c1ccccc1Nc1ccnc2cc(Cl)ccc12 (stereo not drawn) | 8 | -14 | -4 | 0 | 3 | 1 | -0.5 | -2 | 114 | -1
O=c1cc(CN2CCc3ccccc3C2)nc2sccn12 | 1 | -7 | -3 | -2 | -8 | 1 | 1.1 | -6 | 91 | 0

7 of these compounds in another layout.
| structure | HTR5A inv ag | PKA-R1A act | PKA-R2B activ | DAGLB inh | OPRM1-OPRD1 inv | V-ATPase pH | MOR-DOR ag | Arr AP2 block | Pemphigus Ab inh | HTR5A ag ctr |
| --- | --- | --- | --- | --- | --- | --- | --- | --- | --- | --- |
| CCS(=O)(=O)c1c([N+](=O)[O-])ncn1C | 9 | -8 | 4 | -2 | 11 | -5 | -1.5 | -1 | 93 | -3 |
| COc1ccccc1C1CCN(c2ccc(CO)cc2[N+](=O)[O-])CC1 | -14 | -8 | -8 | 4 | 11 | 1 | -2.2 | -16 | . | 7 |
| Cc1noc(C)c1CSCC(=O)Nc1ccc(S(=O)(=O)C(F)F)cc1 | 6 | 1 | -5 | -1 | 15 | 1 | -2.3 | 1 | 99 | -3 |
| OCC[C@H]1C[C@H](O)[C@@H](O)[C@]2(Cc3ccccc3CCO2)O1 | -27 | -3 | 2 | -1 | 14 | -2 | -2.5 | 3 | 139 | 2 |
| COC(=O)CC1=C(C(=O)OC)C(c2cccc(OCC(N)=O)c2)C(C#N)=C(N)O1 (stereo not drawn) | 14 | 5 | -2 | -1 | 9 | -1 | -1.4 | -8 | 101 | -4 |
| CCC(C)(c1ccc(C=O)s1)c1ccc(C=O)s1 | 0 | -7 | -11 | -2 | -12 | 6 | 1.9 | 17 | 98 | 0 |
| N/C(=N\OC(=O)Cc1ccc([N+](=O)[O-])cc1)c1ccccn1 | 7 | -2 | 0 | 1 | -15 | -1 | 2.9 | 34 | 99 | -3 |

Hits appear at their usual frequency; 2.4% or so of the library scored in one or more.
